CHOP UPR activ: apoptotic UPR (CHOP) activation. activation, % at 10 µM. CHO-CHOP luciferase reporter, luminescence; percent of tunicamycin response over DMSO baseline. hit rate 0.34% among 330,000;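 active = at 10 µM dose, activation of 40% or more, normalized to positive control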;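 also: 100% = tunicamycin at 10 µg/mL and 0% = DMSO alone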
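measured by = luciferase luminescence | assay system = CHO-CHOP cells, stable luciferase reporter of PERK-eIF2a-CHOP signalling | amount = 500 reporter cells seeded per well | timing = 6 h compound exposure at 37 °C after overnight seeding | controls = positive tunicamycin 10 µg/mL, negative DMSO alone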
CXCR6 inh: CXCR6 (human) receptor inhibition; hit rate 0.36% among 360,000; AID 602244; CHO-K1 PathHunter CXCR6 beta-arrestin, luminescence; inhibition, % at 20 µM; in the data active = inhibition above about 34%, passing the limit was not always enough;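 also: antagonist mode with CXCL16 agonist at 10 nM final; 0% = 10 nM CXCL16 with DMSO and 100% = unstimulated wells without agonist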
Target sequence (O00574 whole entry, looked up): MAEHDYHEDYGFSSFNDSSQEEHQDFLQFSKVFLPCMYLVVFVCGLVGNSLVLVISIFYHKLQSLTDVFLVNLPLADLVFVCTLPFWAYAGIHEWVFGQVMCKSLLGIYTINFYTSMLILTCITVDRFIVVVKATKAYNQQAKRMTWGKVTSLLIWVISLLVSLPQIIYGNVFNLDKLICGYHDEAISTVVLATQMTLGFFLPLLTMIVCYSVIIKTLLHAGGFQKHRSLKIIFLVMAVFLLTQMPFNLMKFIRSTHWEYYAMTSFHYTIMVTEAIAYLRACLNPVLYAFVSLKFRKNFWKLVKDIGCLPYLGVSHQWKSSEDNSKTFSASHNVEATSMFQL
XBP1 UPR activ: activators of adaptive arm of unfolded protein response (XBP1). activation, % at 20 µM. CHO-XBP1 luciferase reporter, IRE1-XBP1 UPR activation, luminescence; percent of tunicamycin response, DMSO as zero. hit rate 0.33% among 330,000;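 active = versus positive control, 20 µM dose yields 30% or more activation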;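 also: 100% = tunicamycin at 10 µg/mL and 0% = DMSO only wells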
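Material: CHO-XBP1 cells stably carrying IRE1-XBP1-driven luciferase reporter | Medium: F12 with 10% serum | Compound dosing: 20 µM single concentration, DMSO 1% | Incubation: Overnight seeding at 37 °C, 6 h compound treatment at 37 °C | Detection: Steady-Glo luminescence read | Read-out basis: % activation of reporter signal versus tunicamycin and DMSO controls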
APJ ag: APJ receptor agonism; CHO-K1 APJ PathHunter beta-arrestin, luminescence; 0% DMSO wells, 100% apelin; activation, % at 20 µM; hit rate 0.11% among 330,000; AID 2520;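 active = activation more than six SD over the plate average, tested at 20 µM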;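 also: 0% = DMSO alone and 100% = apelin-13 at 10 nM; some results filed as inactive read as strong as hits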
Target sequence (P35414 whole entry, looked up): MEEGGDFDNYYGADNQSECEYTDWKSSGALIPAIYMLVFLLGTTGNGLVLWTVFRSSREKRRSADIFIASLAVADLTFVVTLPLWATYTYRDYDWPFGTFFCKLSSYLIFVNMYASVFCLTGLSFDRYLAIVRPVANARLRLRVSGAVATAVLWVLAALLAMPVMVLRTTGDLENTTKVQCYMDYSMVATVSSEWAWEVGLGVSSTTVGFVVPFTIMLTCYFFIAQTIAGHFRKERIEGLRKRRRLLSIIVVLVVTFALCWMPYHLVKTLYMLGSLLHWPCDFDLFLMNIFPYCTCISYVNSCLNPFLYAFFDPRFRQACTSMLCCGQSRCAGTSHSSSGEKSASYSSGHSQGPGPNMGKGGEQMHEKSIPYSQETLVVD
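Test system – PathHunter CHO-K1 APJ (AGTRL-1) beta-arrestin reporter cells · Input – 1000 cells/well · Compound – single test compound dose, 20 µM final, 1% DMSO · Times – compound stimulation 90 min at 25 °C, detection 60 min · Technique – beta-gal luminescence · Read-out basis – APJ–arrestin association signal · Control set – negative DMSO alone, positive Apelin-13 at 10 nM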
CCR6 antagonist: CCR6 (human) receptor antagonism. P51684. CHO-K1 CCR6 PathHunter beta-arrestin, luminescence, CCL20-stimulated. inhibition, % at 20 µM. hit rate 0.49% among 340,000. AID 493098;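 active = compounds whose inhibition of the agonist-driven luminescence signal at 20 µM reaches about 50%, limit read from the data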;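 also: cells stimulated with CCL20 at 14 nM final; plate controls were DMSO with CCL20 for no effect and DMSO without agonist for full effect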
Target sequence (P51684 whole entry, looked up): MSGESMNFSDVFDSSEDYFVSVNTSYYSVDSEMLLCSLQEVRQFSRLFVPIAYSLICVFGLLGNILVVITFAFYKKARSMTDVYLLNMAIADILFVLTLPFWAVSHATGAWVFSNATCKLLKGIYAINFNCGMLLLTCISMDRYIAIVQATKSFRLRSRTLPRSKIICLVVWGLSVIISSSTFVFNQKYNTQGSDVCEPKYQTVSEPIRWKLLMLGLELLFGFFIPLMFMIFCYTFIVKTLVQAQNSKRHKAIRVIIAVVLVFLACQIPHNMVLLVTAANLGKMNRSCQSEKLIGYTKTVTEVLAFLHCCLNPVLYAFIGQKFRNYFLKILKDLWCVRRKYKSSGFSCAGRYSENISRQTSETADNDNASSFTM
APJ antagonist: blocks the human apelin receptor APJ; CHO-K1 APJ beta-arrestin complementation, luminescence; P35414; hit rate 0.32% among 330,000; inhibition, % at 20 µM; AID 2521;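 active = inhibition above about 40% at 20 µM, limit read from the data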;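 also: cells challenged with 10 nM apelin-13 agonist together with compound; plate controls were apelin-13 plus DMSO wells for no effect and DMSO wells lacking apelin-13 for full effect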
tim23-1 inh: tim23-1 yeast growth inhibition; S. cerevisiae tim23-1 growth, BacTiter-Glo luminescence, 24 h; inhibition, % at 20 µM; hit rate 1.3% among 330,000;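 active = growth inhibition of the mutant yeast at or above 50%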;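 also: temperature-sensitive mutant grown at 25 °C; plate controls were DMSO-treated mutant yeast for no effect and medium wells lacking yeast for full effect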
Mdm2 MdmX PPI: disrupts the human Mdm2-MdmX interaction | inhibition, % at 8 µM | hit rate 3% among 330,000 | SaOS-2 split-luciferase Mdm2/MdmX complementation, luminescence | AID 485346;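 active = inhibition of at least 50% at 8 µM in the primary screen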
EBI2 block: antagonists of human EBI2 receptor; P32249; EBI2 beta-arrestin recruitment, luminescence, 7a,25-OHC stimulated; inhibition, % at 5 µM; hit rate 0.81% among 360,000; in the data active = inhibition above about 38%;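 also: enzyme fragment complementation signal reports receptor beta-arrestin coupling in cells; 0% = agonist plus DMSO wells and 100% = wells without agonist; some results beyond the cut were filed as inactive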
Numbers without * were called inactive; . = not tested or not shown; & = joins results of further samples. These rows are one share of the data (hit frequency here may not be typical).

SMILES	CHOP UPR activ	CXCR6 inh	XBP1 UPR activ	APJ ag	CCR6 antagonist	APJ antagonist	tim23-1 inh	Mdm2 MdmX PPI	EBI2 block
CCOC(O)[C@H]1N[C@@H](c2ccc(Cl)cc2)[C@@H]([N+](=O)[O-])[C@@H]1c1ccccc1 (some centres not stated)	4.5	1	1	-2	21	13	28	6	2
O=C(CC1C(=O)NCCN1Cc1cccc(F)c1)NC1CCCCCC1 (configuration not stated)	-0.3	0	-1	9	0	7	3	7	1
COc1ccc2nc(Nc3nc(CSc4nnc(C)s4)cc(=O)[nH]3)nc(C)c2c1	1.7	.	2	2	.	5	17	18	.
CN(C)CCCN(C(=O)COc1ccc(Cl)cc1)c1nc2cc3c(cc2s1)OCCO3	0.8	10	3	-7	5	5	13	6	-4
C/C(=C\C(=O)C(F)(F)F)Nc1cc(C)cc(C)c1	-2.7	-4	-5	-5	16	8	5	6	-4
CCN(CC(=O)Nc1ccccc1C(F)(F)F)C(=O)c1cccc(S(=O)(=O)N2CCN(C)CC2)c1	-0.3	3	0	7	-6	4	-18	-27	-3
CCc1cccc(NC(=O)CN(C)C2=NS(=O)(=O)c3ccccc32)c1	1.5	-2	21	-3	9	11	13	-44	-2
COc1ccc(S(=O)(=O)NC2CCCCC2)cc1-n1cnnn1	-0.1	1	-3	1	12	23	-7	1	5
COc1cccc(NC(=O)Cn2nnc(C(=O)NCc3cccs3)c2N)c1	2.0	-8	-2	0	17	11	1	14	2
CCOC(=O)c1c(NC(=O)c2cc(C)on2)c2cc([N+](=O)[O-])ccc2n1C	20	.	84*	0	-5	7	6	85*	.
CC(=O)Nc1ccc(S(=O)(=O)N2CCSC2c2ccc(Cl)cc2)cc1 (configuration not stated)	-0.5	7	1	-3	1	-4	47	8	0
COc1cc(NC(=O)COc2ccc(-n3ccnc3)cc2)cc(OC)c1	-0.1	-5	-2	-1	8	-12	16	-34	-4
CC1(C)C(=O)Nc2ccccc2N1C(=O)CN1C(=O)C(=O)N(C2CCCC2)C1=O	-1.4	1	-2	0	0	-10	7	36	3
COC(=O)Nc1nnc(-c2ccccc2OC)s1	6.8	-12	0	2	-2	11	2	26	-6
O=C(NCCCn1ccnc1)c1cccc(Br)c1	2.7	-2	-5	-1	-2	16	-5	-39	-7
COc1ccc(C)c(NC(=O)NCCc2cnc[nH]2)c1	1.2	-6	0	0	-3	-3	-6	-8	-6
CN1CCN/C1=C(/C(Cl)=C(Cl)Cl)[N+](=O)[O-]	-0.2	1	-2	-2	-4	10	5	-17	3
Cc1cc(Cl)ccc1OCC(=O)OCC(=O)c1c(N)n(C)c(=O)n(C)c1=O	-0.8	1	-2	-1	3	13	27	21	9
S=c1[nH]nc(CCc2ccccc2)n1-c1ccccc1	-0.5	-6	0	-2	14	-10	11	-10	-11
O=C(NCc1ccco1)C(=O)NCC1OCCN1C(=O)c1ccc(Cl)cc1 (configuration not stated)	-1.3	6	-2	-2	12	6	12	-29	-3

Arranged by length of the SMILES (highest first): some entries from above
SMILES	CHOP UPR activ	CXCR6 inh	XBP1 UPR activ	APJ ag	CCR6 antagonist	APJ antagonist	tim23-1 inh	Mdm2 MdmX PPI	EBI2 block
Cc1cc(Cl)ccc1OCC(=O)OCC(=O)c1c(N)n(C)c(=O)n(C)c1=O	-0.8	1	-2	-1	3	13	27	21	9
CCc1cccc(NC(=O)CN(C)C2=NS(=O)(=O)c3ccccc32)c1	1.5	-2	21	-3	9	11	13	-44	-2
COc1cccc(NC(=O)Cn2nnc(C(=O)NCc3cccs3)c2N)c1	2.0	-8	-2	0	17	11	1	14	2
CN1CCN/C1=C(/C(Cl)=C(Cl)Cl)[N+](=O)[O-]	-0.2	1	-2	-2	-4	10	5	-17	3

Carrying on:
SMILES	CHOP UPR activ	CXCR6 inh	XBP1 UPR activ	APJ ag	CCR6 antagonist	APJ antagonist	tim23-1 inh	Mdm2 MdmX PPI	EBI2 block
COCCN(C(=O)COc1ccc(Cl)cc1)c1nnc(-c2cccnc2)s1	-2.0	2	-2	-2	9	-25	-25	28	-4
CS(=O)(=O)N(CC(=O)Nc1c(F)cccc1F)Cc1ccccc1	-0.5	-7	-6	-2	4	13	-3	-8	-3
CCOc1ccc(N2CC(C(=O)Nc3cccnc3)CC2=O)cc1 (configuration not stated)	3.8	4	0	-2	4	11	-1	5	-7
CCOC(=O)CNC(=O)c1cc2c(=O)[nH]c3ccc(C)cc3c2s1	1.4	0	2	1	7	11	-1	13	-8
Cc1cccc(C)c1NC(=O)/C(C#N)=C/c1ccc(-c2ccc(C(=O)O)cc2)o1	5.1	12	-1	0	-6	15	-3	-23	5
Cc1ccc(N2CCN(S(=O)(=O)N3CCCCC3)CC2)c(C)c1	-1.4	.	1	-2	13	-5	30	-3	.
O=c1[nH]c(=O)n(CCc2ccc(F)cc2)c(O)c1C=NCc1ccc2c(c1)OCO2	12	-11	10	1	3	-4	-23	80*	5
Cc1cccc(/N=C/c2sc3ccccc3c2O)n1	0.5	-10	2	4	16	-38	-7	12	-34
CN1C(=O)C2(OCCCO2)c2ccccc21	1.9	-3	-2	-4	-1	16	7	30	-9
Cc1cccc(CN2CCN(c3ncccn3)CC2)c1	1.5	-6	-3	-2	-2	12	4	-22	5
Cc1cc(C)nc(NC2=NCC(=O)N2c2ccc(Cl)cc2)n1	1.1	3	-4	-2	-10	15	-6	9	1
O=C(NCC1CCCO1)c1cc2nc(-c3ccco3)cc(C(F)(F)Cl)n2n1 (configuration not stated)	-0.1	0	2	-1	3	8	12	6	1
Cc1ccc(N=Cc2ccc[nH]2)c(O)c1	2.6	1	1	1	-17	5	18	-25	-3
O=C(NC(=S)Nc1cc(S(=O)(=O)N2CCOCC2)ccc1N1CCOCC1)c1ccco1	-0.7	17	-1	-2	31	4	17	-1	10
CC(C)NS(=O)(=O)c1ccc(OCC(=O)Nc2ccc3c(c2)OCO3)cc1	1.1	-6	-2	-2	-1	-1	10	2	-2
CN(C)CC/C=C1/c2ccccc2Sc2ccc(Cl)cc21	-0.9&1.7	-1&-8	-2&1	-3&-2	18&13	2&0	-19&6	43&41	-2&-1
O=C(c1ccccc1)N1CCCCC(Cl)C1=O (configuration not stated)	0.4	-10	0	-3	-7	15	-2	-6	-5
Cc1ccccc1N1CCN(Cc2c(C#N)c3ccccc3n2C)CC1	-2.3	-9	-1	1	8	-6	25	-2	2
O=C(COc1ccccc1)Nc1ccc(N2CCN(C(=O)c3cccs3)CC2)cc1	-0.3	-3	-3	1	15	13	29	8	4
CCOC(=O)c1c(NC(=O)CSc2nccn2C)sc(C(=O)NC)c1C	1.8	3	0	-7	15	4	14	22	-11
Cc1scc(C(=O)N/N=C/c2ccc(Cl)s2)c1C	5.5	2	-1	-1	26	1	8	-114	-1
CCOC(=O)CCN(Cc1cccs1)S(=O)(=O)c1ccc(F)cc1	-0.3	19	-1	-5	15	18	27	2	7
CCc1ccc(CN2CCN(S(=O)(=O)Cc3ccccc3)CC2)cc1	-3.2	-9	-4	-3	5	6	-1	15	5
CN(CC(=O)Nc1cccc(F)c1)C(=O)CSc1ccccc1	-0.1	9	-1	7	2	6	31	-1	-4
Cc1cc(NS(=O)(=O)c2ccc(NC(=O)COc3ccc(Cl)c(C)c3)cc2)no1	1.6	2	-1	-1	6	-16	11	-5	3
Cc1ccccc1NCC(=O)N/N=C/c1ccc([N+](=O)[O-])cc1	-1.3	0	0	-2	8	-6	14	-4	2
CCc1cccc(C)c1NC(=S)N(CCCN1CCN(C)CC1)Cc1cccs1	1.0	4	-3	-2	-12	24	2	-19	4
CC1CC(C)CN(S(=O)(=O)CCNC(=O)c2ccccc2)C1 (configuration not stated)	0.0	-8	-2	-3	6	15	-2	1	-7
Cc1ccc(F)cc1NC(=O)CCC(=O)c1cccs1	-0.2	-7	-1	3	3	15	9	-10	-11
COc1ccccc1CNC(=O)CN1C(=O)N(C)C2(CCCCC2)C1=O	-1.1	-3	0	-7	-1	3	7	6	-1
O=C1CC(N(C(=O)c2ccco2)c2ccc(F)cc2)C(=O)N1c1ccc(F)cc1 (configuration not stated)	-0.8	3	1	0	16	7	13	4	2
CC(c1ccco1)N(C(=O)c1cccs1)c1ccccn1 (configuration not stated)	1.0	3	1	-2	2	14	0	14	-3
CC(C)c1ccccc1-n1c(-c2cccnc2)n[nH]c1=S	0.2	18	-3	-5	-4	2	-5	9	3
O=C(NC1CCCCC1)NC1CCN(S(=O)(=O)c2ccc3c(c2)OCCO3)CC1	0.2	3	9	-3	-2	11	9	40	-1
COc1ccc(C(=O)NC(Cn2ccnc2)C(C)(C)C)cc1OC1CCN(C(C)C)CC1 (configuration not stated)	1.8	-1	-2	3	8	3	-10	9	-15
Cc1ccccc1NC(=O)C(C)OC(=O)CCC(=O)N(CC(C)C)c1c(N)n(CC(C)C)c(=O)[nH]c1=O (configuration not stated)	-0.8	-9	0	-3	8	-48	-5	8	-2
CN(c1ccccc1)S(=O)(=O)c1cccc(NC(=O)CN2C(=O)NC3(CCCC3)C2=O)c1	-0.6	-9	-1	0	4	8	-6	19	-7
COC(=O)c1ccc(OC(=O)CS(=O)c2ccccc2[N+](=O)[O-])cc1 (configuration not stated)	-0.6	-1	-3	-4	-16	-19	36	-32	-10
COCCNC(=O)COc1cccc2c1OC(C)(C)C2	-0.4	-7	0	0	-6	17	7	6	2
c1ccc(CSc2nnnn2-c2ccc3c(c2)OCCO3)nc1	2.8	2	0	-1	6	-33	18	16	-6
COC(=O)c1cccc(NC(=S)N2CCN(C)CC2)c1	2.3	-8	1	-6	-2	13	6	13	7
O=S(=O)(/C=C/c1ccccc1)N1CCN(c2ccc(F)cc2)CC1	1.1	-3	0	-4	-7	-10	11	4	3
CC(C)(C)n1nnnc1C(c1cccnc1)N1CCN(C(=O)c2ccco2)CC1 (configuration not stated)	-1.8	-2	-2	3	-3	-6	0	-3	5
COc1ccc(C(=O)N2CCN(CCc3ccccn3)CC2)cc1	0.1	-9	-3	1	6	7	21	-20	14
O=C(CN1CCN(c2ccc(F)cc2)CC1)Nc1ccccc1C(=O)NCCc1ccccc1	2.6	13	2	-4	16	25	20	21	11
O=C(NCC1CCCO1)c1ccc(OC2CCN(C(=O)C3CC3)CC2)cc1 (configuration not stated)	0.3	-5	1	0	2	-17	10	-8	2
CCS(=O)(=O)Nc1ccc(C2=NN(C(=S)Nc3ccccc3)C(c3ccco3)C2)cc1 (configuration not stated)	10	-2	4	2	-7	-17	23	10	-22
Cc1ccc(C(=O)Nc2sc(C)c(C)c2C(=O)c2ccccc2)cc1	0.9	10	0	-2	15	17	30	5	37
COc1ccc(-c2cc3nc(C)c(CCC(=O)NCc4ccc(F)cc4)c(C)n3n2)c(OC)c1	2.6	-11	0	1	-1	10	-14	0	53*
Cc1cccc(NC(=O)COc2coc(CN3CCc4ccccc4C3)cc2=O)c1	2.5	-2	-3	3	12	14	17	11	-19
